# Compound activity: PubChem BioAssay, National Center for Advancing Translational Sciences (NCATS)
# HTT aggregate = qHTS Multiplex Assay to Identify Dual Action Probes in a Cell Model of Huntington: Aggregate Formation (GFP); PC12 HttQ103-GFP aggregates, Acumen cytometry, 40 h; Potency, µM (highest dose often 46.1 µM), without a hit: at the highest dose activity change, negative = inhibition, most hits filed as inhibitors; 220,000 tested, 1.1% active; note: potency is the fitted concentration of half-maximal effect; % is set by controls: 0 for no effect and ±100 for the full control effect; nearly all actives have a fitted effect of over 60% in size
#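 Steps: seed 1500 PC12 HTTQ103-GFP cells/well; add tebufenozide, 100 nM final; add compound titration; add ATPLite reagent; quantify GFP aggregates by laser scanning cytometry.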
# L3MBTL1 inh = qHTS Assay for the Inhibitors of L3MBTL1; Lethal(3)malignant brain tumor-like protein 1 (Homo sapiens), Q9Y468; AlphaScreen L3MBTL1–H3K9me1 peptide binding; Potency, µM (doses to about 57.1 µM), for inactives: top-dose activity, negative = inhibition, actives largely listed as inhibitors; 230,000 tested, 0.66% active; AID 485360, 2010; note: potency is the fitted concentration of half-maximal effect; % is set by controls: 0 for no effect and ±100 for the full control effect; nearly all actives have a fitted effect of over 60% in size
# Target sequence (Q9Y468 whole entry, looked up): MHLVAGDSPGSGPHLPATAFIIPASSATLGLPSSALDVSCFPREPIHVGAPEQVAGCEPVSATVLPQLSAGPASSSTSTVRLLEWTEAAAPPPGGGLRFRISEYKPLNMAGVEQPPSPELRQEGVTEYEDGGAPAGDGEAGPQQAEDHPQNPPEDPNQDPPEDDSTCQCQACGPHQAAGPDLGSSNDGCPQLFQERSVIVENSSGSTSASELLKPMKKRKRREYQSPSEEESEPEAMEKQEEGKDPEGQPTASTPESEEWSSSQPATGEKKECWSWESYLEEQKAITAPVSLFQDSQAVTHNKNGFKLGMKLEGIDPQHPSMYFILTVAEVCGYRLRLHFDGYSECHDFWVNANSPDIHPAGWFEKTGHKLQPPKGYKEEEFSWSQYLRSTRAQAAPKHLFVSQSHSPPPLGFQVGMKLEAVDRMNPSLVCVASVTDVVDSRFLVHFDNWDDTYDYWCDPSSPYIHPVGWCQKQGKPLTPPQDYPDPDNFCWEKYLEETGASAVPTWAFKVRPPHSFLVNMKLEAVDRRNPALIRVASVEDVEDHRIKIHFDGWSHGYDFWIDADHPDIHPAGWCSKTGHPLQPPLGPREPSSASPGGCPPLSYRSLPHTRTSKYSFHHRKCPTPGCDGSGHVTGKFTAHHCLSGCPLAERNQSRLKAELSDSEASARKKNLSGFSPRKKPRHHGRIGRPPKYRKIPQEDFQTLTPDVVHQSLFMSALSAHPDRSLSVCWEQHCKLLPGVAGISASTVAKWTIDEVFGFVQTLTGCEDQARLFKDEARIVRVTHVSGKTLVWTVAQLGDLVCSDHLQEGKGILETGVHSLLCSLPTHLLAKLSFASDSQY
#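 First, the protein-peptide complex forms for 30 min at room temperature (L3MBTL1 50 nM, biotinylated H3K9me1 peptide 75 nM). Next, compounds are pin-transferred and incubated 30 min. Finally, AlphaScreen beads are added and read after 30 min.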
# KinaseGlo FLuc = Counterscreen for Luciferase (Kinase-Glo TM) Inhibition. Luciferin 4-monooxygenase (Photuris pensylvanica), Q27757. Kinase-Glo luciferase, ATP luminescence, 8 min. Potency, µM (titrated, usually from 38.3 µM), without a hit: at the top dose activity change, negative = inhibition, actives largely listed as inhibitors. 200,000 tested, 0.28% active. AID 1379, 2008; note: potency is the fitted concentration of half-maximal effect; % is set by controls: 0 for no effect and ±100 for the full control effect; nearly all actives have a fitted effect of over 60% in size
#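 Compound is pinned into ATP-containing buffer (10 uM ATP, imidazole pH 7.2, 7 mM MgCl2). Kinase-Glo luciferase reagent is then added. Light output is recorded following an 8-min room-temperature incubation.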
# CBFb RUNX1 block = qHTS Assay for Compounds Blocking the Interaction Between CBF-beta and RUNX1 for the Treatment of Acute Myeloid Leukemia; Runt-related transcription factor 1 (Homo sapiens) + Core-binding factor subunit beta …; AlphaScreen CBFb-His/RUNX1-biotin binding, biochemical; Potency, µM (series often up to 59.8 µM), for inactives: top-dose activity, negative = inhibition, actives largely listed as inhibitors; 230,000 tested, under 10 active; note: % of control where 0% means no effect
#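 Interaction loss through any mechanism counts as activity. Pre-formed complex of His-CBF-beta and biotin-RUNX1 (30 nM apiece) is incubated with compound 15 min, then with 50 ng nickel and 50 ng streptavidin beads for 90 min before AlphaScreen detection.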
# Epigenetic derep = Quantitative High-Throughput Screen for Regulators of Epigenetic Control; murine LDR cells, GFP reporter derepression, 30 h; Potency, µM (highest dose often 53.9 µM), for the others: at the highest dose GFP activation, usual class: activators; 280,000 tested, 0.2% active; note: potency is the fitted concentration of half-maximal effect; % of control where 0% means no effect; nearly all actives have a fitted effect of over 60% in size
#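 GFP-positive cell count by laser-scanning cytometry (objects 20–120 um) after 30 h, 37 C compound exposure of murine LDR cells; reporter is CMV-GFP integrated at a silenced locus, inducible by HDAC or DNMT inhibitors.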
# IMPase Li inh = qHTS Assay for Identifying the Cell-Membrane Permeable IMPase Inhibitors: Potentiation with Lithium; AID 1457, 2008; Potency, µM (titrated, usually from 59.4 µM), inactives show at the top dose activity, negative = IMPase inhibition, actives largely listed as inhibitors; 210,000 tested, 0.35% active; CHO-M1 cells, IP1 TR-FRET (IP-One), carbachol + lithium;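 note: IP1 builds up when IMPase is blocked and the TR-FRET signal falls; potency is the fitted concentration of half-maximal effect; plate controls were basal vehicle for no effect and high inhibitor control for full effect; nearly all actives have a fitted effect of over 50% in size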
#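 CHO cells stably expressing M1 receptor (2000/well) were cultured 16–30 h, then exposed to compounds with a small lithium addition for 30 min at 37C. IP1 was measured by TR-FRET competition; AC50 from Hill fits.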
# NPSR antag = qHTS Assay for Antagonists of the Neuropeptide S Receptor: cAMP Signal Transduction. CHO-NPSR cells, cAMP TR-FRET, antagonist mode. Potency, µM (highest dose often 38.3 µM), without a hit: at the top dose activity change, negative = inhibition, most hits filed as inhibitors. 220,000 tested, 1% active; note: potency is the fitted concentration of half-maximal effect; % is set by controls: 0 for no effect and ±100 for the full control effect; nearly all actives have a fitted effect of over 50% in size; many of its hits are not listed in these tables
# Active calls of the source: *; ? = inconclusive; / = no result given; & = joins results of further samples; [ ] = another dose, or the depositor's remark. Calls come from the whole dose curve; as a rule, active = well fitted curve in the direction sought with a large enough effect; inconclusive = small, poorly fitted or top-dose-only effect, or another doubt; inactive = no such curve, though single readings can be large; an effect the other way counts as inactive or inconclusive. This is a subset; count on the stated rates, not on these rows.
SMILES,HTT aggregate,L3MBTL1 inh,KinaseGlo FLuc,CBFb RUNX1 block,Epigenetic derep,IMPase Li inh,NPSR antag
O=C(COC(=O)CCN1C(=O)/C(=C\C=C\c2ccccc2)SC1=S)Nc1ccc(Br)cc1,19%[9.22 µM],?,-2%,4%,1.3%,-4%,-36%
Cc1ccc(NC(=S)NCC23C=CC(O2)C2C(=O)N(c4ccc(C)cc4)C(=O)C23)cc1 (stereo unspecified),31%,-2%,1%,-18%,?,3%,-3%
Cc1csc2c(N3CCN(C(=S)Nc4ccc(F)cc4F)CC3)ncnc12,-7%[9.22 µM],/,/,14%,0.0%,/,7%
COc1ccc(C(=O)c2ccccc2)c(OCC(=O)NC2CC2)c1,-8%,4%,0%,-4%,-0.5%,2%,1%
COc1ccc(/C=C2\SC(=O)N=C2N)cc1,11%,-8%,-4%,-27%,-0.3%,-2%,-9%
O=S(=O)(c1ccccc1C(F)(F)F)N1CCC(n2cnc3ccccc32)CC1,15%[9.22 µM],/,0%,5%,0.0%,30%[activator][38.3 µM],-14%[46.1 µM]
Cc1ccc(NCCNc2ccc(C)cc2)cc1,6%,-22%,-2%,-15%,-2.9%,11%[38.3 µM],2%[46.1 µM]
CCOc1cc(/C=N/NC(=O)c2cc(C)n(-c3ccc(F)cc3)c2C)ccc1O,-6%[9.22 µM],-23%,/,-19%,1.1%,/,20%
Cc1cc(C)nc(NS(=O)(=O)c2ccc(NC(=O)c3ccco3)cc2)n1,-4%,5%,1%,1%,0.0%,-7%[38.3 µM],0%[46.1 µM]
COc1cc(C2c3cc4c(cc3C(O)[C@H]3COC(=O)C23)OCO4)cc(OC)c1OC (stereo partly specified),/,/,-4%&-9%,13%,5.3%&12%,1%&6%,/
COc1ccc(C(=O)NCC(=O)N/N=C/c2ccc([N+](=O)[O-])s2)cc1OC,?,/,2%,-6%,1.1%,1%,-10%
Nn1c(SCC(=O)NC2CCCc3ccccc32)nnc1-c1ccc(Cl)cc1Cl (stereo unspecified),16%,-10%,/,-13%,-0.9%,/,-6%[46.1 µM]
COc1cccc(C2CCCN2Cc2nc(CCC(C)C)no2)c1 (stereo unspecified),7%[9.22 µM],31%[activator],0%,20%,-1.8%,13%,-21%
CC(=O)Oc1c(C(=O)c2nnc(C)o2)c(=O)n(C)c2ccccc12,-2%,8%,9%,2%,0.1%,0%,-6%
CSc1cc(-c2ccccc2)n(C)c(=O)c1C#N,-4%,37%[activator],1%,16%,6.7%,12%,-13%
O=C(CSCc1c(Cl)cccc1Cl)NN1C(=O)c2ccccc2C1=O,4%,0%,0%,-5%,-0.7%,3%[38.3 µM],-16%[46.1 µM]
Cc1cccc(Cc2nnc(CCC(=O)NCc3cn4ccccc4n3)o2)c1,-3%[9.22 µM],-10%,2%,0%,0.0%,11%,-29%
CCOC(=O)CSc1nc(=O)n2ccccc2n1,-5%,/,0%,-4%,4.2%,-10%,11%
Cc1cc(C)n(-c2ccc(C(=O)Nc3ccc(N4CCOCC4)cc3)cc2)n1,-15%,/,-4%,2%,3.7%,46%[activator][38.3 µM],-8%[46.1 µM]
CCCCC/C=C\C/C=C\C/C=C\C/C=C\CCCCCC(=O)NC(C)C(=O)O (stereo unspecified),/,/,-1%,0%,-1.1%,15%,/
Cc1cc[n+](CC(=O)c2ccccc2)c2ccccc12,-1%[9.22 µM],-10%,3%,-21%,1.0%,37%[activator],-11%
O=C(CCSc1ccccc1)N1CCCC1,-1%,-9%,-28%,4%,1.1%,13%,9%
O=C(CSc1nc2ccccc2o1)N/N=C/c1ccc(C(=O)O)cc1,-14%[9.22 µM],/,/,1%,-1.8%,/,10%
COc1ccccc1NC(=O)Nc1ccccc1N1CCOCC1,-18%[9.22 µM],10%,/,9%,1.1%,/,0%
CCc1nnc(NS(=O)(=O)c2ccc(N3C(=O)C4CC=C(Cl)CC4C3=O)cc2)s1 (stereo unspecified),-12%,/,2%,-3%,-0.2%,4%[38.3 µM],-12%[46.1 µM]
COc1ccc(CN2CCC(CO)(CCOc3ccccc3)CC2)c(OC)c1C,-1%[9.22 µM],6%,3%,-2%,-1.0%,27%,20%
CCOc1cc2[nH]c(=O)n(CCC(=O)NCCc3ccc(OC)c(OC)c3)c(=O)c2cc1OCC,-5%,-8%[11.4 µM],-1%,-4%,0.0%,3%,-5%
O=C(O)c1cc(C(F)(F)F)nc2c(C(F)(F)F)cccc12,14%[9.22 µM],-3%,-4%,1%&16%,1.3%&-0.8%,2%&-8%,-5%
O=C(CCC(=O)NC1CCCCC1)N/N=C/c1ccncc1,4%,/,0%,-2%,2.6%,-2%,41%
C=CCNC(=S)N/N=C(\C)c1ccc(-n2ccnc2)cc1,?,/,-1%,-2%,-2.1%,-3%,-3%
O=C(Nc1ccc2c(c1)OCO2)C(c1ccccc1)N1CCC2(CC1)OCCO2 (stereo unspecified),8%,-1%,-2%,8%,6.3%,24%[38.3 µM],-2%[46.1 µM]
Cc1ccc2nc(-c3ccc(S(=O)(=O)N4CCOCC4)cc3)cn2c1,-7%,/,2%,6%,0.0%,11%[38.3 µM],-5%[46.1 µM]
O=C(c1ccco1)N1CCN=C1SCc1cccc(F)c1,-1%,/,0%,-16%,-5.6%,23%[38.3 µM],-3%[46.1 µM]
O=C(Nc1ccc(F)cc1F)c1c(C(F)(F)F)ccnc1Oc1ccc(Cl)cc1,6%[9.22 µM],5%,/,-3%,2.1%,/,-2%
Cc1c(C(=O)OC(C)C)[nH]c2c1C(=O)CC(C)(C)C2,-22%,3%,1%,6%,-3.2%,3%[38.3 µM],-18%[46.1 µM]
O=C(CNS(=O)(=O)c1c(Cl)cccc1Cl)OCC(=O)c1ccc[nH]1,-9%[9.22 µM],-23%,/,-23%,1.1%,/,-14%
Cc1nnsc1C(=O)N/N=C/c1ccccc1Cl,10%[9.22 µM],5%,/,-5%,0.1%,/,3%
CCn1c(CNc2ccc(Cl)cc2)nnc1SCC(=O)NCc1ccccc1,7%,-3%,-3%,-3%,-5.3%,6%[38.3 µM],-3%[46.1 µM]
CC(Cc1cccs1)NC(=O)c1cccc(Cl)c1 (stereo unspecified),12%,12%,-2%,0%,-0.4%,5%,6%
O=C(NCCc1ccccc1)c1nc2ncccn2n1,2%,/,-3%,1%,-1.7%,7%[38.3 µM],-6%[46.1 µM]

# Whole records from above. Screens in order: HTT aggregate	L3MBTL1 inh	KinaseGlo FLuc	CBFb RUNX1 block	Epigenetic derep	IMPase Li inh	NPSR antag
# O=C(c1ccco1)N1CCN=C1SCc1cccc(F)c1 reads -1%	/	0%	-16%	-5.6%	23%[38.3 µM]	-3%[46.1 µM]
# COc1ccccc1NC(=O)Nc1ccccc1N1CCOCC1 reads -18%[9.22 µM]	10%	/	9%	1.1%	/	0%

# (list continues)
SMILES,HTT aggregate,L3MBTL1 inh,KinaseGlo FLuc,CBFb RUNX1 block,Epigenetic derep,IMPase Li inh,NPSR antag
O=C1CCCN1CCC12CC3CC(CC(C3)C1)C2,-9%[9.22 µM],10%,/,6%,0.0%,-5%,-5%
N#Cc1c(N)c(C(=O)c2ccc(Cl)cc2)n2c1CCC2,-11%,1%,-2%,-2%,0.3%,4%[38.3 µM],-5%[7.67 µM]
CCN(C(=S)NC(=O)CCc1ccccc1)c1ccccc1,25%,13%,2%,-2%,1.0%,2%,-9%
Cc1ccc(N2CC(C)Cn3c2nc2c3c(=O)n(CC(=O)OCc3ccccc3)c(=O)n2C)cc1C (stereo unspecified),-10%,-1%,-1%,9%,-4.8%,16%[38.3 µM],-21%[46.1 µM]
COC(=O)CSc1nc(SCc2ccccc2Cl)nc2c1CCCC2,3%,75%[activator],7%,24%,-9.0%,21%,-20%[46.1 µM]
COc1cccc(NC(=S)NCCc2ccccn2)c1,9%,1%,0%,6%,-1.3%,9%,-16%
COC(=O)CN1C(=O)C2(C(C#N)=C(N)Oc3ccccc32)C2=C1CC(C)(C)CC2=O (stereo unspecified),-2%[1.84 µM],/,8%,-2%,0.8%,21%[38.3 µM],-8%[46.1 µM]
COc1ccc2nc3cccc(OC)c3nc2c1,8%,/,-11%,-6%,3.9%,21%,-25%
COc1ccc(NC(=O)N2CCCC(c3nc(-c4ccc(F)cc4)no3)C2)cc1 (stereo unspecified),8%[9.22 µM],7%,0%,-11%,8.7%,11%,35%
CCN(CC)S(=O)(=O)c1ccc(-c2nnc(SCC(=O)Nc3ccc4c(c3)OCO4)o2)cc1,3%,3%,-2%,-5%,1.7%,-19%[38.3 µM],-13%[46.1 µM]
C#CCOc1nc2c(c(=O)n(C)c(=O)n2C)n1Cc1ccccc1,-12%[9.22 µM],5%,/,11%,0.6%,/,-3%
CN(CCOc1ccccc1)c1ccc(S(=O)(=O)N2CCCCC2)cn1,-32%,14%,-3%,9%,-1.9%,-2%[38.3 µM],-29%[46.1 µM]
O=C(CSc1nc2ccc(NC(=O)C3CCCCC3)cc2s1)NCC1CCCO1 (stereo unspecified),3%,6%,1%,7%,3.2%,8%,-5%
CCc1nnc(NC(=O)CSc2ccc(-c3ccccc3OC)nn2)s1,12%,13%,-1%,16%,-0.8%,-9%,5%

# By substructure: the compounds so far with fluorine
SMILES,HTT aggregate,L3MBTL1 inh,KinaseGlo FLuc,CBFb RUNX1 block,Epigenetic derep,IMPase Li inh,NPSR antag
Cc1csc2c(N3CCN(C(=S)Nc4ccc(F)cc4F)CC3)ncnc12,-7%[9.22 µM],/,/,14%,0.0%,/,7%
O=S(=O)(c1ccccc1C(F)(F)F)N1CCC(n2cnc3ccccc32)CC1,15%[9.22 µM],/,0%,5%,0.0%,30%[activator][38.3 µM],-14%[46.1 µM]
CCOc1cc(/C=N/NC(=O)c2cc(C)n(-c3ccc(F)cc3)c2C)ccc1O,-6%[9.22 µM],-23%,/,-19%,1.1%,/,20%
O=C(O)c1cc(C(F)(F)F)nc2c(C(F)(F)F)cccc12,14%[9.22 µM],-3%,-4%,1%&16%,1.3%&-0.8%,2%&-8%,-5%
O=C(c1ccco1)N1CCN=C1SCc1cccc(F)c1,-1%,/,0%,-16%,-5.6%,23%[38.3 µM],-3%[46.1 µM]
O=C(Nc1ccc(F)cc1F)c1c(C(F)(F)F)ccnc1Oc1ccc(Cl)cc1,6%[9.22 µM],5%,/,-3%,2.1%,/,-2%
COc1ccc(NC(=O)N2CCCC(c3nc(-c4ccc(F)cc4)no3)C2)cc1 (stereo unspecified),8%[9.22 µM],7%,0%,-11%,8.7%,11%,35%
